AmpC det inh: Promiscuous and Specific Inhibitors of AmpC Beta-Lactamase (assay with detergent); actives 0.09% (n = 71,000); purified AmpC, nitrocefin hydrolysis with detergent; P00811; Potency, µM (titrated, usually from 28.7 µM), for the others: at the top dose activity change, negative = inhibition; active means well fitted curve in the direction sought with a large enough effect; inconclusive means small, poorly fitted or top-dose-only effect
Target sequence (P00811 whole entry, looked up): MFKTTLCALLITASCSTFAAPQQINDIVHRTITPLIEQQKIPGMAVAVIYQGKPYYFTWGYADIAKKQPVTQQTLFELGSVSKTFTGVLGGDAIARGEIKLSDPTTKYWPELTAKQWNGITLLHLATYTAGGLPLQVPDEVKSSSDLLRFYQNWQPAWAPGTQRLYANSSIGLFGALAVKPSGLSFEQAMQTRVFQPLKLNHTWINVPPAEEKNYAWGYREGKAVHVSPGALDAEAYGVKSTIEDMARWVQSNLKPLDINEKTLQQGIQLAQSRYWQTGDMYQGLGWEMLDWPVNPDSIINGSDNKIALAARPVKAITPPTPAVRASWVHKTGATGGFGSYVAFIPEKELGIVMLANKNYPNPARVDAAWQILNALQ
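E. coli AmpC (5.3 nM) in 20 mM phosphate pH 7.0 with 0.01% Triton X-100, preincubated 15 min RT with compound; nitrocefin (2 uL of 800 uM stock) hydrolysis followed by 480 nm absorbance every 20 s over 4 min.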
Active calls of the source: *; ? = inconclusive; & = joins results of further samples; [ ] = dose if it differs, or a comment. On the % scale 0 is the no-effect control and ±100 the full control effect; potency means the concentration at half of the fitted maximal effect.

SMILES	AmpC det inh
COc1ccccc1N(CN1C(=O)c2ccccc2C1=O)C(=O)c1cccnc1	-2.0%
COCCNC(=O)CN(C(=O)Cn1nnc2ccccc21)c1ccc(F)c(Cl)c1	10.8%
O=C1OC2(c3cc(Br)c(O)c(Br)c3Oc3c2cc(Br)c(O)c3Br)c2c(Cl)c(Cl)c(Cl)c(Cl)c21	2.4%
Cc1ccc(C(=O)O)cc1S(=O)(=O)N1CCOCC1	-2.0%
CC(C)C[C@@H](CC(=O)N[C@@H](CCCN)CC(=O)N[C@@H]1CCCC[C@H]1C(=O)N[C@H](CC(=O)N[C@@H](CCC(=O)O)CC(=O)O)CC(C)C)NC(=O)[C@@H]1CNCC[C@H]1N	25.8%
OC(COc1ccc2cc(Br)ccc2c1)CN1CCN(c2ccccn2)CC1 (configuration not stated)	-4.3%
COc1ccccc1NC(=O)Cn1nnc(-c2ccccc2NC(=O)c2cccs2)n1	2.1%
COc1ccc2[nH]cc(CCNc3ncncc3-c3ccccc3C(F)(F)F)c2c1	-1.8%
CCN(CC)CCCN1C(=O)C(O)=C(C(=O)c2cc3cccc(OC)c3o2)C1c1ccncc1 (configuration not stated)	18.5%
O=c1oc2ccccc2n1CSc1nc2ccccc2s1	14.0%
CCCCOc1ccc(C(=O)OC(C)CN(C)C)cc1 (configuration not stated)	-4.2%
CSCCC1NC2(C(=O)Nc3c2ccc(Cl)c3C)[C@@H]2C(=O)N(C3CCCC3)C(=O)[C@H]12 (some centres not stated)	0.9%
Cc1c(O)ccc(C(=O)COc2ccccc2F)c1O	6.2%
CCCCCOC(=O)Nc1ccc(S(=O)(=O)Nn2cnnc2)cc1	5.3%
COc1ccc(CN(C(=O)CN2C(=O)COc3ccccc32)C2CCCC2)c(OC)c1	6.7%
Cc1c(C)[n+](=O)c(-c2ccc(F)cc2)c(C)n1[O-]	6.8%
Cc1ccc(-c2ccc(CCC(=O)O)n2CC(=O)O)cc1	5.5%
CCCS(=O)(=O)N1CCCC(C(=O)NCCCN2CCN(c3ccccc3F)CC2)C1 (configuration not stated)	-3.7%
COc1ccc(CNC(=O)c2cc3c(=O)n4ccccc4nc3n(CC3CCCO3)c2=N)cc1 (configuration not stated)	-2.1%
COC(=O)C1CCN(C(c2cc(OC)c(OC)c(OC)c2)c2sc3nc(C)nn3c2O)CC1 (configuration not stated)	8.7%
O=C(Nc1ccccc1)N1CC[C@@]2(CCCN(C(=O)c3cc(C(F)(F)F)cc(C(F)(F)F)c3)C2)C1	-3.6%
C=CCn1c(C)cc(C(=O)CSc2nc3ccccc3c(=O)[nH]2)c1C	-1.0%
CCOC(=O)c1ccc(NC(=O)c2cc(S(=O)(=O)N3CCOCC3)ccc2O)cc1	-6.5%
Cc1c(NC(=O)c2ccc3c(c2)OCO3)cccc1-c1nc2ncccc2o1	13.3%
C=C1CC(C)OC(c2ccccc2OCC(O)CN2CCCCC2)C1 (configuration not stated)	-0.8%
CC(Sc1nncn1C)C(=O)Nc1ccccc1-c1ccccc1 (configuration not stated)	0.1%
COCCN1C(=O)C(O)=C(C(C)=O)C1c1ccc(OC)c(OC)c1 (configuration not stated)	-1.6%
O=C(c1ccncc1)N1CCC2(CC1)CN(c1ncccn1)C2	-2.7%
O=C(CN(Cc1ccco1)C(=O)c1cc(=O)[nH]c2ccccc12)Nc1ccccc1C(F)(F)F	-0.7%
CC1Cc2ccccc2N1CC(=O)NC(=O)NCc1ccco1 (configuration not stated)	-0.4%
Cc1c2c(n3c(nc4ccccc43)c1C#N)N(Cc1cccnc1)CC2	1.0%
O=C(NCc1ccco1)C(c1ccccc1F)N(CC1CCCO1)C(=O)Cn1nnc2ccccc21 (configuration not stated)	-4.5%
CN(C)c1ccc(-c2nccc(NCc3cccs3)n2)cc1	6.4%
CCOc1ccc(OCCCCN(C)C)cc1	-0.8%
CS(=O)(=O)Nc1cccc(-c2ccc3ncnc(NC4CC4)c3c2)c1	-13.6%
CCn1c(SCC(=O)Nc2nc3ccccc3s2)nc2c(c1=O)SC(C)C2 (configuration not stated)	0.9%
Cc1ccc2cc(CN(CC3CCCO3)C(=O)c3ccco3)c(=O)[nH]c2c1C (configuration not stated)	-1.5%
Cc1nn(-c2ccc(F)cc2)c2sc(C(=O)OC3CCOC3=O)cc12 (configuration not stated)	10.4%
COC(=O)c1cc(C(=O)OC)cc(N2C(=O)CC(N3CCN(c4ccccc4)CC3)C2=O)c1 (configuration not stated)	-1.0%
Cc1cccc(NC(=O)CS(=O)(=O)c2cn(C)c3ccccc23)c1C	0.1%
O=C(O)CS(=O)c1ccc2c3c(cccc13)C(=O)c1ccccc1-2 (configuration not stated)	-5.6%[5.75 µM]
O=C1c2ccccc2OCOc2ccccc21	5.8%
Cc1[nH]c2ccccc2c1/C=N/n1cnnc1	-6.9%
COc1cc2c(cc1NC(=O)c1ccco1)CCCC2	-2.7%
Cc1sc2nc(N)sc2c1C	0.5%
O=C(NC1CCS(=O)(=O)C1)c1ccccc1C(=O)c1ccccc1 (configuration not stated)	5.4%
O=C(NCc1ccc2c(c1)OCO2)C1CCN(S(=O)(=O)c2cccc3nsnc23)CC1	-0.5%
O=S(=O)(c1ccc(C2=CSC3=NCCN23)cc1)N1CCOCC1	-3.6%

4 of these compounds, set out differently:
Cc1ccc2cc(CN(CC3CCCO3)C(=O)c3ccco3)c(=O)[nH]c2c1C (configuration not stated)
  AmpC det inh: -1.5%
Cc1nn(-c2ccc(F)cc2)c2sc(C(=O)OC3CCOC3=O)cc12 (configuration not stated)
  AmpC det inh: 10.4%
COC(=O)c1cc(C(=O)OC)cc(N2C(=O)CC(N3CCN(c4ccccc4)CC3)C2=O)c1 (configuration not stated)
  AmpC det inh: -1.0%
Cc1cccc(NC(=O)CS(=O)(=O)c2cn(C)c3ccccc23)c1C
  AmpC det inh: 0.1%

Carrying on.
SMILES	AmpC det inh
O=C(NCCN1CCCCCC1)C1CCC(CNS(=O)(=O)c2cccc3cccnc23)CC1 (configuration not stated)	11.2%
COC(=O)[C@@]1(Cc2ccccc2)[C@H]2c3cc(C(=O)N(C)C)[nH]c3C[C@H]2CN1C(=O)c1ccccc1	-3.3%
Cc1ccc(OCCSc2cc(C)nc(N)n2)cc1	3.7%
O=C(COC(=O)C1CCN(S(=O)(=O)c2cccs2)CC1)c1ccc2c(c1)OCCO2	-3.0%
COc1ccccc1N1CCN(C(=O)CSc2nnc(-c3ccoc3C)o2)CC1	-2.3%
O=C(NC[C@@H]1CCCCN1)c1cc(OCC(F)(F)F)ccc1OCC(F)(F)F	0.0%[12.8 µM]
O=C(c1cnn(-c2nc3ccccc3s2)c1)c1ccccc1O	7.1%
COc1cccc(Nc2ncc3nc(C)c(=O)n(C4CC4)c3n2)c1	1.6%
Cc1cccc2c(=O)c(C(=O)N3CCCCCC3)c[nH]c12	4.9%
CCCSc1nc(N)c2c3c(sc2n1)CN(C)CC3	-7.0%
Cc1noc(C)c1C(=O)N1CCC2(CCCN(Cc3nccs3)C2)CC1	0.8%
CN(CC(=O)N1CCCCC1)S(=O)(=O)c1cccc2cccnc12	11.2%
O=C1OCCC1Sc1ncnc2sccc12 (configuration not stated)	10.0%
O=C(CSc1ccc2nnc(-c3ccccn3)n2n1)N1CCOCC1	8.9%
Cn1c(=O)c2c(nc(Cc3ccccc3)n2CC(=O)O)n(C)c1=O	-0.4%[5.75 µM]
O=C(CN1CCN(S(=O)(=O)c2ccccc2)CC1)Nc1ccc2c(c1)OCO2	-1.2%
Cc1cccc(-n2c(N)cc(=O)nc2SCC(=O)Nc2ccccc2)c1	-0.3%
Cc1ccc(C)n1C(Cc1ccccc1)C(=O)O (configuration not stated)	?
COc1cc(/C=C(\C#N)C(=O)c2ccc(O)c(O)c2)cc(I)c1O	-2.1%
Cc1ccc(-c2cc(C(=O)NCc3ccccn3)no2)cc1	-1.0%
CC(=O)NC(Cc1ccccc1)C(=O)N1CCN(C(=O)c2ccco2)CC1 (configuration not stated)	-1.5%
COCCn1c(=O)c(CCc2ccccc2)nc2cnc(N(C)C)nc21	-0.3%
CCOC(=O)C(C)(C)C(=O)C(C)(C)C(O)c1ccccn1 (configuration not stated)	11.4%
CC1=C(C(=O)Nc2ccccc2)C(c2ccc(N(C)C)cc2)NC(=O)N1 (configuration not stated)	-1.1%
CCN(CC)S(=O)(=O)c1ccc2oc(SCC3CN=C(c4ccc(OC)cc4)S3)nc2c1 (configuration not stated)	-3.7%
CN(C)c1ccc(/C=[N+](\[O-])C2SC(=S)N(C)C2(C)C)cc1 (configuration not stated)	14.8%
COc1ccc(C(=O)COC(=O)c2ccco2)cc1	0.1%
CCC(=O)Nc1cnc(NC(=O)c2cccc(F)c2)cc1C	33.0%
CCOc1ccc(NC2c3ccccc3C(=O)N2c2ccc(Cl)cn2)cc1 (configuration not stated)	10.7%
O=C(NC1(C(F)(F)F)N=C2SCCN2C1=O)C1CCCCC1 (configuration not stated)	-1.8%
COc1ccc(S(=O)(=O)NCC(c2cccnc2)N2CCN(c3ccccc3)CC2)cc1C (configuration not stated)	-4.0%
Cc1[nH]nc2c1C1(CCOC1C)C(C#N)=C(N)O2 (configuration not stated)	-3.0%
Cc1c(NC(=O)c2ccc(COc3ccc4ccccc4c3)o2)c(=O)n(-c2ccccc2)n1C	-8.1%
COc1ccccc1NC(=O)Cn1nnc(-c2ccccc2NC(=O)c2ccco2)n1	4.0%
CCOc1cccc(-c2nn3c(-c4cc(C)[nH]n4)nnc3s2)c1	-3.7%
O=C(O)CCC(=O)N1CCN(c2ccccn2)CC1	16.6%
CC(C)c1nnc(NC(=O)CCC(=O)NCc2ccc3c(c2)OCO3)s1	-2.3%
O=C(NC1=NCCS1)c1cccs1	16.3%
CC(=O)C1=C(O)CCC1=N	-2.4%
Cc1ccc(S(=O)(=O)N(CCO)c2cc3c(s2)CCCC3)cc1	-6.7%
COC(=O)Cn1c2ccc(F)cc2c2nc(C)sc21	-1.5%
O=C(CN1CCC(NC(=O)c2ccccc2)CC1)NCc1ccccc1F	0.4%
CCn1c(SCc2nc3cc(OC)c(OC)cc3c(=O)[nH]2)nnc1-c1ccncc1	10.7%
CCCNC(=O)Cc1ccsc1	-2.6%
COCCNC(=O)CSc1ccc(C)cc1	-0.2%
C=CCn1c(SCc2cc(C(=O)OC)c(C)o2)nnc1-c1ccncc1	11.8%
CC(C)C(=O)Cc1ccc2ccccc2n1	-6.0%[5.75 µM]
CCOc1cc(C(=O)Nc2ccc(S(=O)(=O)Nc3cc(C)on3)cc2)cc(OCC)c1OCC	7.3%

Four entries from above, with bars between the fields:
SMILES | AmpC det inh
O=C(NC1=NCCS1)c1cccs1 | 16.3%
COCCNC(=O)CSc1ccc(C)cc1 | -0.2%
O=C(CN1CCC(NC(=O)c2ccccc2)CC1)NCc1ccccc1F | 0.4%
CCOc1cc(C(=O)Nc2ccc(S(=O)(=O)Nc3cc(C)on3)cc2)cc(OCC)c1OCC | 7.3%

Additional records
SMILES	AmpC det inh
Cn1c(=O)c2c(nc(CN3CCN(c4ccccc4)CC3)n2CCCc2ccccc2)n(C)c1=O	17.7%
Cc1ccc(O)c(N=CC2=C(O)c3ccccc3C2=O)c1	4.3%
COCCNC(=O)COc1ccc(OCCNC[C@@H](O)COc2ccccc2)cc1	-2.4%
CCn1c(=O)cc(OCC(=O)NCCCN2CCN(c3cccc(Cl)c3)CC2)c2ccccc21	-8.9%
CCOC(=O)C1CCCN(CC(O)COc2ccc(OC)cc2C(C)(C)C)C1 (configuration not stated)	-2.9%
COC(=O)C1(C(F)(F)F)N=C(N(C)C)OC(N(C)C)=N1	4.0%
CC(C)n1c2ccccc2c2nnc(SCC(=O)OCN3C(=O)c4ccccc4C3=O)nc21	0.7%
NC(=O)C1CCN(C(=O)c2ccc(CS(=O)(=O)c3c(Cl)cccc3Cl)o2)CC1	0.5%
Cc1c(C(=O)NCc2cccs2)oc2ccccc12	-3.2%
CCCn1c(-c2cccs2)nc2ccccc21	0.2%
CCOc1ccccc1COC(=O)c1cccc(-n2cnnn2)c1	-4.7%
O=C(COc1ccccc1)NCC(c1cccs1)N1CCOCC1 (configuration not stated)	-2.7%
C=CCNC(=O)CCCc1ccccc1	1.4%
O=C(CCCCCn1c(=O)[nH]c2ccsc2c1=O)NCc1cccs1	-0.7%
COc1ccc(N2C(=O)C3CCCN3C2c2ccc(C)cc2)cc1 (configuration not stated)	7.7%
Cc1cc(NC(=O)CSc2ncnc3sc4c(c23)CCC(C)C4)no1 (configuration not stated)	-4.5%
CN1CCN(C(=O)O[C@@H]2c3nccnc3C(=O)N2c2ccc(Cl)cn2)CC1	-3.5%&-3.5%
C=CCn1c(Cc2cccs2)nnc1SCC(=O)Nc1ccc(C(=O)OCC)cc1	2.7%
O=C(Cn1cc2c(n1)CCCC2)Nc1ccccc1Cl	1.8%
CCSc1nnc(NC(=O)c2cc(C)oc2C)s1	-2.5%
COC(=O)c1ccccc1NC(=O)C1CC(c2ccc(F)cc2)=NO1 (configuration not stated)	-1.3%
CCCC(=O)Nc1ncnc2c1ncn2[C@@H]1O[C@@H]2COP(=O)(O)O[C@H]2[C@H]1OC(=O)CCC	-0.6%
COc1ccccc1C(=O)Nc1ccccc1C(=O)N1CCCC1	-1.8%
CCCCCn1c(SCCN2CCOCC2)nc2c1c(=O)[nH]c(=O)n2C	10.9%
CC(C)OC(=O)CCc1nc2ccccc2[nH]c1=O	19.6%
Cc1onc(-c2ccccc2Cl)c1C(=O)OCN1C(=O)c2ccccc2C1=O	3.1%
CC(C)CN1CC[C@@]2(CCCN(C(=O)c3csnn3)C2)C1	-0.9%
CC1(C)CC(=O)C=C(NCc2ccco2)C1	-1.3%
Cc1ccc(-n2c(O)c(C=Nc3ccccc3N)c(=O)[nH]c2=O)cc1C	-2.7%

Source: PubChem

This is a subset. The share of hits here may be higher or lower than overall.
